A549 tox: Nrf2 qHTS screen for inhibitors: counterscreen for cytotoxicity | 0.16% of 390,000 active | Potency, µM (doses to about 46 µM), inactives show at the top dose activity change, negative = cytotoxicity, usual class: inhibitors | A549 ARE-Fluc cells, CellTiter-Fluor viability, 18-24 h | AID 504648, 2011; further: potency means the concentration at half of the fitted maximal effect; on the % scale 0 is the no-effect control and ±100 the full control effect
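A549 ARE-Fluc cells in 5% FBS OPTI-MEM, 5000 cells/well, rested 2 h then exposed to compounds in concentration-response for 18-24 h at 37 °C. Viability by CellTiter-Fluor fluorescence (Ex 405/Em 525) after 30 min; luciferase luminescence (BugLite, 15 min, RT) read afterwards.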
ATXN viability: Viability Counterscreen for Primary qHTS for Inhibitors of ATXN expression; S2 cells (HEK-293 line with an ATXN2-luciferase reporter) viability, CellTiter-Fluor protease fluorescence, 24 h; Potency, µM (doses to about 56.7 µM), most hits filed as cytotoxic; 0.49% of 400,000 active; further: potency means the concentration at half of the fitted maximal effect; nearly all actives have a fitted effect of over 40% in size
Nrf2 ARE act: qHTS of Nrf2 Activators; AREc32 ARE-luciferase reporter (MCF7-derived line), luminescence, 24 h; Potency, µM (titrated, usually from 46.1 µM), for the others: at the top dose activation, hits mostly activators; 0.31% of 410,000 active; further: potency means the concentration at half of the fitted maximal effect; % of control where 0% means no effect; nearly all actives have a fitted effect of over 65% in size
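Quantitative high-throughput format: AREc32 reporter cells, 1000 per well, received compound by pin transfer and were incubated 24 hr at 37 deg C, 5% CO2, before Steady-Glo luminescence detection.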
HepG2 tox: qHTS for Inhibitors of TGF-b: Cytotox Counterscreen | HepG2 CAGA-GFP viability, ATP luminescence, 18 h | Potency, µM (series often up to 46.1 µM), without a hit: at the top dose activity change, negative = cytotoxicity, actives largely listed as cytotoxic | 0.76% of 410,000 active; further: potency means the concentration at half of the fitted maximal effect; some results filed as inactive show a strong effect at the top dose
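HepG2 CAGA-GFP cells (1000/well, DMEM with 1% FBS) received compound, then TGF-beta at 500 pg/mL final, and were incubated 18 hours at 37 degrees C. Viability was read by CellTiter-Glo luminescence. Media-only wells were set as complete cell-killing and DMSO as no toxicity.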
ATXN2 expr inh: Primary qHTS for Inhibitors of ATXN expression. HEK-293 ATXN2-luciferase reporter, luminescence, 24 h. 0.72% of 360,000 active. Potency, µM (highest dose often 57 µM), inactives show top-dose activity change, negative = inhibition, actives largely listed as inhibitors; further: potency means the concentration at half of the fitted maximal effect; on the % scale 0 is the no-effect control and ±100 the full control effect; nearly all actives have a fitted effect of over 55% in size
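qHTS (up to 57 uM final) was run with 24 h compound exposure of reporter cells at 37 °C. Each well was multiplexed: SteadyGlo luminescence measured ATXN2-luciferase expression after a fluorogenic Gly-Phe-AFC viability readout (25 uM final).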
EPAC2 agonist: qHTS for Agonist of cAMP-regulated guanine nucleotide exchange factor 4 (EPAC2): primary screen; Rap guanine nucleotide exchange factor 4 (Homo sapiens), Q8WZA2; EPAC2 activation, biochemical qHTS; response scale: 100% = 6.5 mM cAMP response; Potency, µM (highest dose often 154 µM), for inactives: at the top dose activation, usual class: activators; 0.079% of 360,000 active; further: potency means the concentration at half of the fitted maximal effect; nearly all actives have a fitted effect of over 50% in size
Target sequence (Q8WZA2 whole entry, looked up): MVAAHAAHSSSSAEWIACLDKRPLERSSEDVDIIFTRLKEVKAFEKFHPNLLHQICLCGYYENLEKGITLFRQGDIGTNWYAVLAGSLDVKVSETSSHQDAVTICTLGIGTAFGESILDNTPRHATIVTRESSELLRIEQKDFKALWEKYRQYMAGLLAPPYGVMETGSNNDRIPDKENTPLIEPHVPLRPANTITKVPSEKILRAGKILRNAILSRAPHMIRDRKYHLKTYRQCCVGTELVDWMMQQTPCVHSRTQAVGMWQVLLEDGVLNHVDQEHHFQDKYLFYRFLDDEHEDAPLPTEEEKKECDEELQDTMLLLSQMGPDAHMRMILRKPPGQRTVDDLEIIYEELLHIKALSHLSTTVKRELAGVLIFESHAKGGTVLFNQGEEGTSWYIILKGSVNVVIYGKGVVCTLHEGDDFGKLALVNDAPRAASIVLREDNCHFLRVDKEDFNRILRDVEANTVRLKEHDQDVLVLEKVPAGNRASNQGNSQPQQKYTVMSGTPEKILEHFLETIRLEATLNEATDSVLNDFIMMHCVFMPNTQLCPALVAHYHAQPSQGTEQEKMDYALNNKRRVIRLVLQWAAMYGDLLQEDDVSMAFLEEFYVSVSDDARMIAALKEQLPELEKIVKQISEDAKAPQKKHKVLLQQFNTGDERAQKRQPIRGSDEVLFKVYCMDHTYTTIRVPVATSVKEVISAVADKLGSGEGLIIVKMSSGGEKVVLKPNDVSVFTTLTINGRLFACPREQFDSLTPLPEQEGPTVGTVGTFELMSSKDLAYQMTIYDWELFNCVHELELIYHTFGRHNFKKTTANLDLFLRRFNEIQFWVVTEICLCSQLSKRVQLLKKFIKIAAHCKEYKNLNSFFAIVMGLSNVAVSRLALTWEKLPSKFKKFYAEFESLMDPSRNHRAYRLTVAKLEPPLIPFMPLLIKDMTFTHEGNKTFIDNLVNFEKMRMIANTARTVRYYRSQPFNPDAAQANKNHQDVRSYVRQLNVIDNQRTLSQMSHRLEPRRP
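qHTS, titration series. 100 nM EPAC2 / 250 nM Rap1B-BODIPY-GDP / 50 uM GDP; RT; ex 480/em 540 nm, 5-min reads to 30 min. Norm. to 6.5 mM cAMP = activation.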
TGFb inhibitor: qHTS for Inhibitors of TGF-b; 1.2% of 410,000 active; AID 588855, 2011; Potency, µM (doses to about 46.1 µM), for inactives: at the top dose activity, negative = inhibition, hits mostly inhibitors; HepG2 CAGA-GFP TGF-b/SMAD3 reporter, GFP fluorescence, 18 h; TGF-beta stimulated, 500 pg/mL final; further: potency means the concentration at half of the fitted maximal effect; on the % scale 0 is the no-effect control and ±100 the full control effect; nearly all actives have a fitted effect of over 65% in size
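HEPG2 CAGA-GFP, 1000 cells/well; 2 h settle, 37 C; cpd via pin tool; TGF-b 500 pg/mL final; 18 h, 37 C; GFP imaging ex488/em500-530; %Activity normalised to -TGF-b and +DMSO controls; CRC fit, curve class.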
IL2 activator: qHTS of IL-2 Activators; IL-2 activation reporter assay, cell-based qHTS; stimulated with anti-CD3/CD4/CD28 beads; in transgenic mouse T cells; activation, % (series mostly up to about 46 µM); 0.065% of 360,000 active; AID 652025, 2013; in the data active means activation above about 50%; inconclusive means mostly about 30% to 49%; further: 0% is about no effect
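Unstimulated transgenic mouse T cells; 60-min compound exposure; bead-based TCR/CD4/CD28 stimulation; 18 h culture, 37 degrees C; dual fluorescence (EGFP, DsRed) plate cytometry.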
Nrf2 inh: Nrf2 qHTS screen for inhibitors | Potency, µM (top dose mostly 46 µM), for inactives: at the top dose activity change, negative = inhibition, actives largely listed as inhibitors | A549 ARE-Fluc reporter, luciferase luminescence, 18-24 h | 2.1% of 360,000 active; further: potency means the concentration at half of the fitted maximal effect; on the % scale 0 is the no-effect control and ±100 the full control effect; nearly all actives have a fitted effect of over 60% in size
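Two sequential reads on A549 ARE_Fluc cells exposed to compound for 18-24 h: a CellTiter-Fluor fluorescence read for viability, then a luciferase luminescence read for Nrf2/ARE activity.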
The depositor's hits bear a star; i = inactive; ? = inconclusive; / = not tested or not shown; [ ] = dose if it differs, or a comment. Unless noted, the call rests on the fitted dose curve; in most records, active means well fitted curve in the direction sought with a large enough effect; inconclusive means small, poorly fitted or top-dose-only effect, or another doubt; inactive means no such curve, though single readings can be large; an effect the other way counts as inactive or inconclusive.

SMILES | A549 tox | ATXN viability | Nrf2 ARE act | HepG2 tox | ATXN2 expr inh | EPAC2 agonist | TGFb inhibitor | IL2 activator | Nrf2 inh
COc1ccc(C)cc1NCc1ccc(OC)c(C)c1OC | 3% | i | -0.2% | -5% | -27% | 13% | ? | -0.5 | 12%
CCn1ccc2cc(S(=O)(=O)N3CCC(C(=O)NCCc4ccc(C)cc4)CC3)ccc21 | 0% | ? | 0.0% | -3% | -24% | / | -15% | / | /
COc1ccc(CNC(=O)/C=C/c2ccco2)cc1OC | 1% | ? | 6.0% | 1% | 0% | 2% | -2% | 0.8 | 11%
CN(Cc1ccccc1)CC(O)COc1ccc(CNCc2cccnc2)cc1 (stereo not given) | ? | i | 4.1% | -9% | / | 10% | 3% | -0.7 | 3%
COC(CN(C)C(=O)C1CCC(CNS(=O)(=O)c2ccc(C)cc2)CC1)OC (stereo not given) | -3% | ? | -1.0% | -23% | / | 4% | 3% | 1.2 | -19%
COc1ccc(Br)cc1CN(C)C(=O)CNC(=O)c1ccc2ccccc2c1 | ? | i | -0.4% | -2% | -24% | 14% | -2% | 3.3 | 18µM*
Cc1ccc(NC(=O)CN(C)CC(=O)Nc2ccccc2C(=O)Nc2ccccc2)cc1 | 1% | i | -0.2% | -2% | -25% | 2% | 0% | 1.9 | 11%
CC1(C)CC(=O)c2cnc(NC(=O)c3ccco3)nc2C1 | -8% | i | ? | -7% | 19% | 7% | ? | -0.1 | ?
CCC(=O)Nc1ccc(-c2cc(-c3ccccc3)nc(-c3ccc(NC(=O)CC)cc3)n2)cc1 | -11% | i | 0.5% | -54% | -25% | -4% | ? | -4.8 | -26%
COc1cccc(C(=O)NC(=S)Nc2ccc(Cl)c(C(=O)O)c2)c1 | 6% | i | 0.7% | 4% | 4% | 12% | -6% | 1.4 | /
COC(=O)C(C(=O)OC)c1ccccc1[N+](=O)[O-] | 2% | i | -0.5% | 7% | 1% | -1% | 4% | 1.1 | 3%
O=C(C1CCCN(c2ncnc3c2nc2n3CCCCC2)C1)N1CCN(c2ccc(F)cc2)CC1 (stereo not given) | -1% | ? | 0.0% | -19% | -24% | 1% | ? | -5.6 | ?
COc1ccccc1-c1nn2c(=O)cc(C)nc2s1 | 4% | ? | 0.6% | -10% | 13% | -7% | 1% | 1.7 | 16%
CCOC(=O)CNC(=O)Nc1nnc(-c2ccc(OCC)cc2)o1 | 8% | i | -0.1% | -16% | 2% | 3% | 9% | 2.3 | 1%
Cc1ccc(CN2CCSc3ccc(C(=O)NCCc4ccccc4)cc32)cc1 | 0% | ? | 0.8% | -4% | 17% | / | -14% | / | 20%
CCCS(=O)(=O)c1c(S(=O)(=O)CCC)c2c(N)cccn2c1C(=O)c1ccc(OC)cc1 | -1% | i | 0.2% | -5% | -21% | 15% | 10% | -0.8 | ?
CCOc1ccc(CCNC(=O)c2cn(C)c3ccc(S(=O)(=O)N4CCCCCC4)cc3c2=O)cc1OCC | -1% | i | -0.3% | 8% | 7% | / | -10% | / | ?
S=c1[nH]ncn1/N=C/c1cccs1 | 11% | i | 0.1% | 0% | -17% | 5% | ? | -3.2 | 1%
Clc1ccc(Br)cc1-c1nc(-c2ccncc2)no1 | 0% | ? | 4µM* | -33% | 41%[activator] | 2% | -6% | -3.2 | ?
COc1ccc(-c2cc(C(=O)N(C)Cc3ccccc3F)c3ccccc3n2)cc1OC | ? | i | 4.4% | -24% | -9% | -2% | -7% | -2.4 | ?
CCCCC(=O)Nc1cccc(-c2nc3ncccc3o2)c1 | 0% | i | 0.2% | -1% | 3% | 11% | -2% | 0.7 | ?
CC(C)[C@H](NC(=O)OCc1ccccc1)C(=O)OCC(=O)N1C(C)CCCC1C (stereo not given in full) | 2% | i | -0.5% | 0% | 0% | 0% | 4% | 0.7 | ?
O=C(COC(=O)/C=C/c1cccc(Br)c1)NCCc1ccccc1 | -4% | i | 0.0% | 3% | 0% | 1% | -18% | 1.2 | 0%
CCC1(C)Cc2ccccc2/C(=C/C(=O)N2CCCCC2)N1 (stereo not given) | -5% | i | -0.7% | -16% | -11% | 14% | ? | 0.3 | -10%
O=C1c2cccc3cccc(c23)C(=O)N1CCCN1CCN(c2ccc(F)cc2)CC1 | -9% | i | 2.4% | -31% | / | 14% | ? | -0.5 | -25%
Cc1cccc(NC(=O)N2CCC(CN3CCc4ccccc4C3)CC2)c1C | 15% | / | 0.6% | -1% | / | / | -8% | / | ?
CC(Oc1ccc(-c2ccccc2)cc1)C(=O)N/N=C/c1cccnc1 (stereo not given) | 0% | i | -0.4% | -20% | 2% | 8% | -6% | -1.4 | -16%
C/C(=N\Nc1nc(C)cc(-c2ccccc2)n1)c1ccc(C)o1 | -18% | i | -0.3% | -52% | ? | 0% | -12% | 0.3 | ?
CC(C)CCNC(=O)c1ccc2c(c1)NC(=O)C(CS(=O)(=O)Cc1cccc(Br)c1)N2 (stereo not given) | 12% | / | 0.3% | -34% | / | / | 2% | / | ?
CCC(CNc1cc(OC)cc2cccnc12)NC1CCCCC1 (stereo not given) | -3% | 18µM* | 2.5% | -109% | / | 13% | ? | -0.5 | 5%
Cc1c(NS(=O)(=O)c2ccc(Br)cc2)c(=O)n(-c2ccccc2)n1C | 1% | i | -1.1% | -8% | / | -4% | 0% | 2.4 | -16%
Fc1ccc(Oc2ncccn2)c(F)c1 | 1% | i | 0.1% | 0% | 21% | -5% | 5% | -0.9 | -7%
COc1cccc(CNC(=O)CSc2nc(=O)[nH]c3c2CCC3)c1 | 1% | / | 4.3% | 5% | / | / | 8% | / | /
Cc1cc(C)n(-c2nncn2NC(=O)c2ccc(Cl)cc2O)n1 | -13% | i | 0.1% | -1% | 3% | 4% | 12% | 3.0 | -14%
CCOc1ccc(CN2CCN(CC(O)Cn3c4ccccc4c4ccccc43)CC2)cc1 (stereo not given) | 3% | i | 3.8% | 0% | 2% | 4% | 16% | 0.3 | -5%
O=[N+]([O-])c1ccc(S(=O)(=O)NCC(c2cccnc2)N2CCc3ccccc32)cc1 (stereo not given) | 0% | i | -0.2% | 0% | -6% | 14% | ? | 0.5 | 3%
O=C(OCCN=C1NS(=O)(=O)c2ccccc21)c1ccccc1F | -5% | i | 2.1% | 10% | 15% | 5% | 1% | -0.8 | 3%
COCCNC(=O)C1CCCN(C(=O)c2cc(C(C)(C)C)nn2C)CC1 (stereo not given) | / | i | -1.7% | 10% | -1% | 1% | 9% | -0.4 | /
O=C(CSc1nncs1)NNC(=O)c1ccco1 | 1% | i | -0.4% | 91% | / | 2% | 84%[activator] | 0.8 | 4%
COc1ccccc1Nc1ncccc1C(=O)NCc1ccccc1 | -12% | i | 0.2% | -5% | -4% | -5% | 9% | 1.4 | -18%
Cc1ccc(Nc2c3c(nc4ncnn24)CC(C)CC3)cc1 (stereo not given) | -6% | i | 0.1% | -5% | 49%[activator] | 2% | ? | -0.5 | -3%
Cc1ccc(S(=O)(=O)N2CCC(C(=O)OCC(=O)N3CCCCC3C)CC2)cc1C (stereo not given) | -1% | i | -0.2% | 9% | -9% | 1% | 1% | -0.6 | 1%
Cc1cccc(NC(=O)Cn2nc(N3CCN(c4ccccc4)CC3)ccc2=O)c1C | 6% | i | 3.6% | -13% | ? | / | -5% | / | -6%
CSc1ncc(C(=O)N2CCN(c3ccc(Cl)cc3)CC2)c(C)n1 | 11% | i | 4.2% | -3% | -13% | / | ? | / | ?
CS(=O)(=O)N1CCC(C(=O)NCCN2CCN(Cc3ccccc3)CC2)CC1 | 0% | i | 0.3% | -26% | 5% | 16% | -3% | 1.4 | 1%

Some of these compounds in order of their number in IL2 activator, largest number first.
SMILES	Nrf2 ARE act	EPAC2 agonist	IL2 activator
CCCS(=O)(=O)c1c(S(=O)(=O)CCC)c2c(N)cccn2c1C(=O)c1ccc(OC)cc1	0.2%	15%	-0.8
Fc1ccc(Oc2ncccn2)c(F)c1	0.1%	-5%	-0.9
CC(Oc1ccc(-c2ccccc2)cc1)C(=O)N/N=C/c1cccnc1 (stereo not given)	-0.4%	8%	-1.4

Next entries:
SMILES | A549 tox | ATXN viability | Nrf2 ARE act | HepG2 tox | ATXN2 expr inh | EPAC2 agonist | TGFb inhibitor | IL2 activator | Nrf2 inh
CC(C)CC1(C(=O)NCc2ccccn2)C=CCN1C(=O)c1ccccc1 (stereo not given) | -1% | i | 0.2% | -1% | 7% | -2% | -16% | 0.8 | 11%
O=C(CSc1ccsc1[N+](=O)[O-])N1CCCCC1 | -16% | i | 4.0% | 3% | 22% | 2% | 7% | -0.6 | -13%
O=C(NCCCCNC(=O)c1ccccn1)c1ccccn1 | 0% | ? | -0.4% | 1% | / | 7% | 21% | 0.2 | ?
CCOC(=O)C1CCCN(C(=O)c2cc3c(=O)n4ccccc4nc3s2)C1 (stereo not given) | -8% | i | -0.2% | -41% | 4% | -5% | 1% | 2.6 | 2%
C=Cc1ccc(Cn2c(=O)n(C)c(=O)c3sccc32)cc1 | 8% | i | 4.0%[9.22 µM] | -5% | 3% | 5% | -3% | -1.8 | ?
CC(Sc1nnc(-c2cccnc2)o1)C(=O)NC1CCCCC1 (stereo not given) | -1% | / | -0.7% | 4% | / | 4% | -4% | 1.3 | -2%
CCCCN1C(N)=NC[C@@H]1c1ccccc1 | 11% | i | 2.7% | 4% | -4% | -1% | -2% | 0.0 | 25%
COc1ccc(-c2nc(CN3CCC(C(=O)NCCCN4CCN(c5ccccc5F)CC4)CC3)c(C)o2)cc1OC | ? | / | 2.1% | -81% | / | / | ? | / | -10%

High-throughput results (PubChem BioAssay)
